TTR transcr act = increases transthyretin transcription; SH-SY5Y TTR promoter Gaussia luciferase, luminescence; 100% = recombinant luciferase protein wells; hit rate 1.3% among 92,000; activation, % at 16.7 µM;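 active means activation above the mean of all tested compounds plus 3 SD, cut at about 9.5% in these data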;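 further: cells exposed to compounds for one day before reading; 0% = median of all test compound wells on the plate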
Numbers without * were called inactive. Some of the compounds tested. The share of hits here may be higher or lower than overall.

What do the screens show for `COC(=O)C1=C(C)OC(N)=C(C#N)C1c1ccc(OC)c(CSc2ccccn2)c1` (stereo unspecified)?
TTR transcr act: -0.2

How did CC(=O)Oc1cccc(N2C(=O)CC(Nc3ccc(N4CCOCC4)cc3)C2=O)c1 (stereo unspecified) do in these assays?
TTR transcr act: 0.7

What do the screens show for `NC(=O)C1CCN(C(=O)c2ccc(-c3ccccc3Cl)o2)CC1`?
TTR transcr act: -0.9

What do the screens show for `CC1(C)CC(=O)C=C(NNC(=O)c2ccc(N)cc2)C1`?
TTR transcr act: 4.4

What do the screens show for `O=c1[nH]cc(CCc2ccccc2)c(=O)[nH]1`?
TTR transcr act: 6.9

Results for Cc1ccc(NC(=O)Cc2nc(-c3c[nH]c(C(=O)N4CCCC4)c3)cs2)c(C)c1 ?
TTR transcr act: 0.7

How did CCCCC1(c2ccc(F)cc2)NC(=O)N(CC(=O)N2CCN(C(=O)c3ccco3)CC2)C1=O (stereo unspecified) do in these assays?
TTR transcr act: -1.4

Results for O=C(CCC(=O)c1cccs1)NCc1ccccc1Cl ?
TTR transcr act: 1.6

What do the screens show for `CSc1ccc(CN(C)CC(=O)Nc2ccc(NC(C)=O)cc2)cc1`?
TTR transcr act: 0.3

Results for COc1ccccc1N(CC(O)CN1CCC(C)CC1)S(=O)(=O)c1ccccc1 (stereo unspecified) ?
TTR transcr act: 0.6

What do the screens show for `Cc1ccc(-c2cn(-c3ccc(SC(F)F)cc3)c3[n+]2CCC3)cc1`?
TTR transcr act: -2.2

How did O=C(Nc1cc(C(=O)N2CCCC2)ccc1N1CCCC1)c1ccccc1F do in these assays?
TTR transcr act: 0.0

What do the screens show for `Nc1nc(SCCN2C(=O)c3ccccc3C2=O)n[nH]1`?
TTR transcr act: 0.2

Results for Cc1cc(=O)n(C)c2ccccc12 ?
TTR transcr act: -0.5

What do the screens show for `COc1ccc(OCC(O)CN(C)C(=O)/C=C/c2cccc([N+](=O)[O-])c2)cc1` (stereo unspecified)?
TTR transcr act: -0.8

How did C[C@@H]1[C@@H](c2ccccc2)OC(O)([C@H](Cc2ccccc2)NC(=O)OC(C)(C)C)CN1C (stereo partly specified) do in these assays?
TTR transcr act: 1.3

Results for O=C(CC1Sc2ccccc2NC1=O)NNc1ccc(Cl)cc1Cl (stereo unspecified) ?
TTR transcr act: 0.7

Results for COc1ccc(S(=O)(=O)Nc2cccnc2)c(C)c1C ?
TTR transcr act: 1.2

How did O=C1CC(c2ccccc2)CC(=O)N1c1ccccc1 do in these assays?
TTR transcr act: 1.2

Results for C[C@H]1[C@H](c2ccccc2)Oc2cccc(N3CCCC3)c2S(=O)(=O)N1Cc1cccc(F)c1 ?
TTR transcr act: 8.3

Results for CC(C)OC(=O)NC(C)(C)COC(=O)Nc1cccc(Cl)c1 ?
TTR transcr act: -1.4

How did CC(C)n1c(N)c(C#N)c2ccc([N+](=O)[O-])cc2c1=O do in these assays?
TTR transcr act: -0.6

Results for Clc1ccc(CSc2nnc(CN3CCOCC3)n2-c2ccccc2)cc1Cl ?
TTR transcr act: -2.4

How did COC(=O)[C@]12C[C@H](CC(=O)NCc3cccc4ccccc34)C(=O)N(Cc3cccc4ccccc34)C1=C[C@H](COCc1ccccc1)O[C@@H]2C do in these assays?
TTR transcr act: -1.8

What do the screens show for `COC(=O)C[C@H]1c2cc(C(F)(F)F)ccc2S(=O)(=O)N1C1CCCC1`?
TTR transcr act: 0.9

Results for CCN(CC)CCn1c2ccccc2c(=O)c2c(O)ccc(O)c21 ?
TTR transcr act: 0.6

What do the screens show for `O=C(COC(=O)Cc1ccc(Cl)cc1)NCc1ccc2c(c1)OCO2`?
TTR transcr act: -0.7

What do the screens show for `N=c1oc2ccc3ccccc3c2cc1-c1nc(-c2ccccc2)cs1`?
TTR transcr act: 1.6

What do the screens show for `CC(C)(C)NC(=O)C(=O)N/N=C/c1ccc(F)cc1`?
TTR transcr act: 2.7

Results for COCCCN1C(=O)c2ccc(C(=O)OCC(=O)N(CCC#N)c3cc(C)cc(C)c3)cc2C1=O ?
TTR transcr act: -1.1

How did Cc1cccc(OCC(=O)N/N=C/C=C/c2ccco2)c1 do in these assays?
TTR transcr act: 0.3

How did Cc1ccc(S(=O)(=O)c2nc(S(C)(=O)=O)sc2N2CCC(C)CC2)cc1 do in these assays?
TTR transcr act: 2.4

How did CCOc1ncccc1C(=O)OCC(=O)c1cccc(Br)c1 do in these assays?
TTR transcr act: -1.4

What do the screens show for `CC1CCCCN1CCNC(=O)c1cnn2ccccc12` (stereo unspecified)?
TTR transcr act: 4.1

Results for Cc1cccc(OCC(=O)NCc2nnc3ccc(C(F)(F)F)cn23)c1C ?
TTR transcr act: 1.0

How did CCCCOP(=O)(OCCCC)C(Nc1ccccc1)c1ccc2c(c1)OCO2 (stereo unspecified) do in these assays?
TTR transcr act: -2.5

How did Cc1cccc(CSc2nc3c(c(=O)[nH]2)CCCC3)c1 do in these assays?
TTR transcr act: 0.3

Results for O=C1CSC(c2cccnc2)N1c1cccc(Cl)c1 (stereo unspecified) ?
TTR transcr act: -1.2

How did COc1ccc(Cc2c(-c3cccc(Cl)c3)nc3c(C)cc(Br)cn23)c(C)c1 do in these assays?
TTR transcr act: -2.4

How did O=C(CSc1nnc(-c2cccs2)o1)N1CCc2ccccc21 do in these assays?
TTR transcr act: 0.6

What do the screens show for `O=C(CCC(=O)c1ccc(F)cc1)Nc1cccc(C(F)(F)F)c1`?
TTR transcr act: -0.9

What do the screens show for `COC(=O)C(CCCN1C(=O)c2ccccc2C1=O)(NC(C)=O)c1nnn(C)n1` (stereo unspecified)?
TTR transcr act: -0.5

What do the screens show for `Cc1onc(-c2ccccc2)c1C(=O)c1c[nH]c(C(=O)NCc2ccncc2)c1`?
TTR transcr act: 0.8

How did FC(F)(F)c1nnc2sc(-c3ccncc3)nn12 do in these assays?
TTR transcr act: 0.3

Results for CC1(c2nnnn2-c2ccc3c(c2)OCCO3)CCC(=O)N1Cc1cccc(C(F)(F)F)c1 (stereo unspecified) ?
TTR transcr act: 2.4

Continued, starting with the last 5 of the part before.
What do the screens show for `O=C(CCC(=O)c1ccc(F)cc1)Nc1cccc(C(F)(F)F)c1`?
TTR transcr act: -0.9

What do the screens show for `COC(=O)C(CCCN1C(=O)c2ccccc2C1=O)(NC(C)=O)c1nnn(C)n1` (stereo unspecified)?
TTR transcr act: -0.5

What do the screens show for `Cc1onc(-c2ccccc2)c1C(=O)c1c[nH]c(C(=O)NCc2ccncc2)c1`?
TTR transcr act: 0.8

How did FC(F)(F)c1nnc2sc(-c3ccncc3)nn12 do in these assays?
TTR transcr act: 0.3

Results for CC1(c2nnnn2-c2ccc3c(c2)OCCO3)CCC(=O)N1Cc1cccc(C(F)(F)F)c1 (stereo unspecified) ?
TTR transcr act: 2.4

Results for O=C(NCc1ccccc1)c1cc2ccccc2oc1=O ?
TTR transcr act: -0.2

Results for CC(=O)Nc1ccc(S(=O)(=O)Nc2cccc(C(=O)NC(C)(C)C)c2)cc1 ?
TTR transcr act: -0.2

Results for O=S(=O)(Nc1ccc(Oc2ncccn2)c(Cl)c1)c1ccc(Cl)cc1 ?
TTR transcr act: -1.8

How did Cc1c(C(=O)C(=O)NCCC2=CCCCC2)c2ccccc2n1C do in these assays?
TTR transcr act: -1.5

How did Cc1cccc(-n2ncc3c(N(CCO)CCO)ncnc32)c1 do in these assays?
TTR transcr act: -0.5

What do the screens show for `Clc1ccc(C#Cc2cccnc2)cc1`?
TTR transcr act: 1.5

How did CCCCS(=O)(=O)Nc1ccc2c(c1)ncn2C1CCCCC1 do in these assays?
TTR transcr act: 2.2

How did COc1ccc(C(=O)Nc2ccc([N+](=O)[O-])cn2)cc1OC do in these assays?
TTR transcr act: -0.2

What do the screens show for `CCN(C[C@H]1N[C@@](Cc2ccccc2)(C(=O)OC)[C@H]2C(=O)N(C)C(=O)[C@@H]12)S(=O)(=O)c1ccc(OC)cc1`?
TTR transcr act: -0.7

How did COc1ccc(C2CC(=O)C3=C(C2)NC(C)=C(C#N)C3c2ccc(N(C)C)cc2)cc1 (stereo unspecified) do in these assays?
TTR transcr act: -1.9

Results for CCN1C(=O)CS/C1=N\S(=O)(=O)c1ccc(Cl)cc1 ?
TTR transcr act: -0.4

What do the screens show for `CCCn1c(/C=N/Nc2nc3ccccc3[nH]2)nc2ccccc21`?
TTR transcr act: -3.1

Results for CC(=O)N/C(=C/c1ccc2c(c1)OCO2)C(=O)NCCO ?
TTR transcr act: -0.5

Results for O=C(CCCN1C(=O)c2cccc3cccc(c23)C1=O)N1CCc2ccccc2C1 ?
TTR transcr act: 0.4

Results for Cc1cccc2nc(CNc3ccc(F)cc3)cn12 ?
TTR transcr act: -5.7

How did Fc1ccccc1OCCSc1ncnc2nc[nH]c12 do in these assays?
TTR transcr act: 1.7

Results for COc1ccc(-n2cc(CNC3CCN(C)CC3)c(-c3cccc(F)c3)n2)cc1 ?
TTR transcr act: 0.1

Results for CC(=O)N(C)c1ccc(NC(=S)Nc2cccc3ccccc23)cc1 ?
TTR transcr act: 0.7

What do the screens show for `O=C(Nc1ccn([C@H]2CC[C@@H](CO)O2)c(=O)n1)c1ccccc1`?
TTR transcr act: 0.6

How did O=C(Nc1ccccc1)c1cc(C2CCCN(C(=O)C3CC3)C2)on1 (stereo unspecified) do in these assays?
TTR transcr act: 10.0*

How did O=C(/C=C/c1c(Cl)nc2ccccn12)N1CCN(c2ccccc2F)CC1 do in these assays?
TTR transcr act: -1.8

How did Cc1ccc2c(C(=O)CN3CCN(C4CCCCC4)CC3)c(C)[nH]c2c1 do in these assays?
TTR transcr act: -1.3

What do the screens show for `O=C(OCc1ccc(Br)cc1)c1cccnc1Cl`?
TTR transcr act: 0.8

What do the screens show for `Cc1ccccc1-c1nc(CS(=O)(=O)CC(=O)NC(C)c2ccccc2)c(C)o1` (stereo unspecified)?
TTR transcr act: -0.8

What do the screens show for `O=C(CSc1nnc(-c2cc3ccccc3cc2O)n1Cc1ccco1)c1ccc(F)cc1`?
TTR transcr act: -0.9

What do the screens show for `CCOC(=O)CCSc1nc(C(C)(C)C)cc(C(F)(F)F)c1C#N`?
TTR transcr act: 0.4

How did O=C(COc1ccc2c3c(c(=O)oc2c1)CCC3)NCCCN1CCCC1=O do in these assays?
TTR transcr act: 0.1

What do the screens show for `CCCCNC(=O)N1CCN(c2ccccc2OCC)CC1`?
TTR transcr act: -0.9

How did CCn1c(=O)n(CC)c2cc(S(N)(=O)=O)ccc21 do in these assays?
TTR transcr act: 0.9

Results for Cc1cc2c(=O)n(C)c(SCC(=O)Nc3ccccc3)nc2s1 ?
TTR transcr act: 2.4

Results for O=C(O)c1ccccc1NS(=O)(=O)c1ccc2c3c(cccc13)C(=O)N2 ?
TTR transcr act: -1.2

How did COc1ccc(OCc2cc(=O)[nH]c3ccccc23)cc1 do in these assays?
TTR transcr act: -1.8

Results for COCCn1c(SCC(=O)Nc2ccc(F)cc2F)nc2c([nH]c3ccccc32)c1=O ?
TTR transcr act: -0.3

How did CCCCOC(=O)c1ccc(NC(=O)C(=O)NCCN(CC)CC)cc1 do in these assays?
TTR transcr act: -0.9

What do the screens show for `Cc1[nH]c2ccccc2c1NC(=O)CN1CCN(c2cccc(C(F)(F)F)c2)CC1`?
TTR transcr act: -1.0

Results for S=C(NC1CC1)N1CCN(c2ccc(Cl)cc2)CC1 ?
TTR transcr act: 0.4

How did O=C(COC(=O)CC1c2ccccc2CCN1S(=O)(=O)c1ccccc1)Nc1ccccc1 (stereo unspecified) do in these assays?
TTR transcr act: 0.1

Results for O=C(Nc1ccccc1)N1CCN(c2ccc(C(F)(F)F)cn2)CC1 ?
TTR transcr act: 2.7

Results for NC1=C([N+](=O)[O-])C(c2ccc3c(c2)OCO3)C2=C(CCCC2=O)O1 (stereo unspecified) ?
TTR transcr act: -2.3

How did Cn1cc(Br)c(C(=O)NNC(=O)c2cccc(Br)c2)n1 do in these assays?
TTR transcr act: -3.9

What do the screens show for `O=C(OCC(=O)N(C1CCCCC1)C1CCCCC1)c1ccc(Cl)nc1`?
TTR transcr act: 1.8

How did Nc1nc(=S)c2ncn(C3CCCCC3)c2[nH]1 do in these assays?
TTR transcr act: 2.5

How did C=CCN=C1NN=C(c2cc(C)n(CC=C)c2C)CS1 do in these assays?
TTR transcr act: 1.8

How did CN(Cc1ccon1)C(=O)C1CCC(=O)N(CCc2ccc(Cl)cc2)C1 (stereo unspecified) do in these assays?
TTR transcr act: 1.2

How did Cc1cccc(N2CCN(CCCNC(=O)C3CCCN(c4ncnc5c4nc4n5CCCCC4)C3)CC2C)c1 (stereo unspecified) do in these assays?
TTR transcr act: -5.1

Random excerpt: four compounds from above, in no set order.
Results for O=C(O)c1ccccc1NS(=O)(=O)c1ccc2c3c(cccc13)C(=O)N2 ?
TTR transcr act: -1.2

Results for O=C(Nc1ccccc1)N1CCN(c2ccc(C(F)(F)F)cn2)CC1 ?
TTR transcr act: 2.7

How did Nc1nc(=S)c2ncn(C3CCCCC3)c2[nH]1 do in these assays?
TTR transcr act: 2.5

How did CCCCOC(=O)c1ccc(NC(=O)C(=O)NCCN(CC)CC)cc1 do in these assays?
TTR transcr act: -0.9

More records follow:
How did O=C(NCCN1C(=O)S/C(=C\c2ccc(F)cc2)C1=O)C1CCN(S(=O)(=O)c2cccs2)CC1 do in these assays?
TTR transcr act: -0.2

Results for O=S(=O)(N1CCOCC1)n1cnc2ccccc21 ?
TTR transcr act: 5.3

Results for Cn1c(C(=O)Nc2ccc3c(c2)OCO3)cc2sccc21 ?
TTR transcr act: 0.3

What do the screens show for `O=C(CN1C(=O)CCC1=O)NCC12CC3CC(CC(C3)C1)C2`?
TTR transcr act: 0.7

Results for S=C(NCCc1ccccn1)NC1CC2CCC1C2 (stereo unspecified) ?
TTR transcr act: -1.2

Results for O=C(CSC(=S)N1CCCCC1)Nc1ncc2c(n1)CCCC2=O ?
TTR transcr act: -0.7

What do the screens show for `Cc1occc1C(=O)Nc1cccc2ccccc12`?
TTR transcr act: -1.9

Results for Cc1cc2ncn(N)c2cc1C ?
TTR transcr act: -1.3
